# Screening data from PubChem.
# SUMO Mot1 rescue = yeast Mot1-301 growth rescue at high temperature, primary screen, SUMOylation pathway inhibitor project, S. cerevisiae, ATP luminescence, 38.5C | 320,000 compounds, 1% hits | S. cerevisiae Mot1-301 growth rescue; percent above DMSO median, 100 means doubled | growth rescue, % at 18.8 µM;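 active = every valid replicate shows activation above 250% relative to neutral control wells; inactive = the rest, any valid replicate at or below 250%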;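 note: OY570 slx delta 5 strain wells were the positive control but not used for scaling; some compounds called inactive have numbers as strong as hits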
# Pemphigus Ab inh = inhibitors of pemphigus antibody binding to DSG3, primary screen, biochemical, bead-based, flow cytometry, scFv-GFP | Desmoglein-3 (Homo sapiens), P32926 | AID 588358, 2011 | DSG3-coupled beads, scFv-anti-DSG3-GFP binding; stronger effect = lower value | 310,000 compounds, 0.48% hits | binding (percent of control), % at 10 µM;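 active = binding more than 3 SD below its plate's average and above zero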; note: some compounds called inactive have numbers as strong as hits
# Target sequence (P32926 whole entry, looked up): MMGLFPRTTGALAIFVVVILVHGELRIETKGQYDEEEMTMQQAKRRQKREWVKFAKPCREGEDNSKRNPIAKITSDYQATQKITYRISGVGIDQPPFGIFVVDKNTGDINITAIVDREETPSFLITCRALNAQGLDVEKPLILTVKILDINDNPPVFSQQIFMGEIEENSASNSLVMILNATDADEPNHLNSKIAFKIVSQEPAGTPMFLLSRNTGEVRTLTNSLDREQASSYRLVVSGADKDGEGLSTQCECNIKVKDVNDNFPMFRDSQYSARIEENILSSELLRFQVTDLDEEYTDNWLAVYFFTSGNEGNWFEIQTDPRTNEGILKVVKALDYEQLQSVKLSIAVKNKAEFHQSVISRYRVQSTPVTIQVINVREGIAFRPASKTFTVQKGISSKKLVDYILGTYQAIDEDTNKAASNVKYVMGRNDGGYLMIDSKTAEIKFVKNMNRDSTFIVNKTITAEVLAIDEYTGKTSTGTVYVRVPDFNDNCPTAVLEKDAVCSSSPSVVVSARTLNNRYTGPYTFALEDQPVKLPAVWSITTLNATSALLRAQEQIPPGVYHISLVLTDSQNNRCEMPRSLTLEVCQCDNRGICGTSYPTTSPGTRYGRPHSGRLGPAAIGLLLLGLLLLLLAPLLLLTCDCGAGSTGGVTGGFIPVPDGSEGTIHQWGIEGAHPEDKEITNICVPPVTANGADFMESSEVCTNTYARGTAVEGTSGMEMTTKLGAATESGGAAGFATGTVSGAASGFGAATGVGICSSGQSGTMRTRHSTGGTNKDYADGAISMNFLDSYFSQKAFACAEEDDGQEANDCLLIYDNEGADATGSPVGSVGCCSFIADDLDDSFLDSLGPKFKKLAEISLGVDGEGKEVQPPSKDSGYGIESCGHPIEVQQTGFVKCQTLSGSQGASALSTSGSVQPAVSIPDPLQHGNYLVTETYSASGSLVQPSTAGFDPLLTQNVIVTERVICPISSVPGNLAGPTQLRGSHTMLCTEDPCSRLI
# PKA-R1A activ = activators of PKA-R1A holoenzyme, primary screen, biochemical, fluorescence polarization, Cy5-IP20, bovine R1A, mouse PKAc | PKA-R1A dissociation; scaled: DMSO 0%, 113 µM cGMP 100% | activation, % at 11.4 µM | 340,000 compounds, 0.083% hits | AID 504707, 2011;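 active = percent activation above the mean of all tested compounds plus 3 SD, cut at about 19% in these data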;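 note: higher means more PKAc released from R1A so a rise in polarization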
# Tat transport = E. coli Tat export inhibitors, primary screen, MC4100, TorA-mCherry reporter, fluorescence, single point. 340,000 compounds, 0.036% hits. inhibition, % at 10 µM;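 active = mean replicate inhibition at least 50% and at least half of replicates individually reaching 50%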;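 note: exported cargo escapes ClpAP degradation while cytoplasmic cargo is degraded and loses fluorescence; 0% = median of neutral control wells and 100% = median of NaSCN control wells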
# PfHsp90 yeast 2 = growth inhibition of PfHsp90-expressing yeast, primary screen, antimalarial PfHsp90 inhibitor project, S. cerevisiae, BacTiter-Glo luminescence, single point, set 2; inhibition, % at 9.4 µM; BacTiter-Glo ATP, 48 h; yeast lacking PDR1 and PDR3 efflux regulators; AID 504621, 2011; 310,000 compounds, 0.32% hits;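 active = every replicate shows inhibition above about 80%, whatever the replicate mean, limit read from the data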;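 note: 0% = DMSO neutral controls and 100% = 20 µM radicicol positive controls; yeast relying on Plasmodium falciparum Hsp90 in place of its own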
# phage Ecoli inh = growth loss of phage-infected E. coli, primary screen, RecBCD inhibitor project, absorbance, with phage, HTS; inhibition, % at 11.9 µM; 360,000 compounds, 0.26% hits; AID 651602, 2012; in the data active = inhibition above about 11%
# MOR-DOR inv ag = inverse agonists of MOR-DOR heterodimerization, primary screen, cell-based, luminescence | 340,000 compounds, 0.21% hits | cell-based MOR-DOR heterodimer luminescence, inverse agonism | inhibition, % at 9.3 µM; in the data active = inhibition above about 22%, passing the limit was not always enough;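 note: 0% = cells with DMSO and 100% = wells without cells with DMSO; values of inactives mirror those of a sister screen read the other way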
# Ecoli viability = E. coli V3065 growth inhibition, primary screen, counter-screen for AddAB inhibitor project, absorbance, OD600. 18 h. inhibition, % at 11.9 µM. 330,000 compounds, 0.27% hits;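 active = inhibition above the campaign's mean inhibition across all tested compounds plus 3 SD, cut at about 9.9% in these data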;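 note: uninfected addAB+ strain grown without phage in ampicillin broth; 0% = DMSO wells and 100% = ciprofloxacin 0.95 µg/ml wells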
# MOR-DOR ag = agonists of OPRM1-OPRD1 heterodimerization, primary screen, cell-based, luminescence | Mu-type opioid receptor (Homo sapiens) + Delta-type opioid receptor (Homo sapiens), … | cells | activation, % at 9.3 µM | 340,000 compounds, 0.3% hits | AID 504326, 2011; in the data active = activation above about 18%;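 note: 0% = vehicle-treated cells and 100% = reference agonist; values of inactives mirror those of a sister screen read the other way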
# Arrestin-AP2 inh = inhibitors of beta-arrestin/AP2 binding, primary screen, biochemical, GPCR trafficking, flow cytometry | beta-arrestin 1 C-terminal peptide binding to AP2 beta2-adaptin appendage (human) | FITC-arrestin peptide / GST-AP2 beads; AP2 beta2 appendage carries R879A mutation | inhibition, % at 10 µM | 340,000 compounds, 0.31% hits | AID 504490, 2011;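 active = inhibition above a set limit, near 3 SD of compounds lacking own fluorescence, cut at about 54% in these data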;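 note: plate controls were DMSO wells for no effect and 5 µM unlabelled arrestin peptide for full effect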
#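 Material – GST-tagged AP2 beta2-adaptin appendage (R879A) on 4 µm glutathione beads · Probe or stimulus – fluorescein-tagged arrestin peptide at 50 nM final · Timing – 12 min plus 1 h, RT · Detection – bead flow cytometry, FITC channel · Read-out basis – inhibition as reduced fluorescein signal on beads, percent · Medium – PBS plus Tween 20 (0.05%) and BSA (0.1%)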
# AddAB inh = growth inhibition of E. coli expressing H. pylori AddAB, primary screen, AddAB inhibitor project, absorbance; inhibition, % at 11.9 µM; 330,000 compounds, 0.29% hits; in the data active = inhibition above about 12%;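 note: 0% = vehicle wells of infected cells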
# * marks the source's active call; other numbers are inactive results; / = not tested or not shown.
SMILES,SUMO Mot1 rescue,Pemphigus Ab inh,PKA-R1A activ,Tat transport,PfHsp90 yeast 2,phage Ecoli inh,MOR-DOR inv ag,Ecoli viability,MOR-DOR ag,Arrestin-AP2 inh,AddAB inh
COc1cc(C(=O)O/N=C2/C=CC(=O)C(C)=C2C)cc(OC)c1OC,/,109,0,1,16,0.5,-22,/,5.3,5,/
COC(=O)c1sc(-c2cccs2)cc1N,4,112,3,-9,9,5.0,8,-3.5,-1.5,10,-3.1
C/C(=N\NC(=O)c1ccccc1O)c1cccc(NC(=O)c2ccccc2)c1,-4,97,3,-4,-3,2.0,14,0.0,-2.3,11,-0.2
O=C(Nc1ccc(Cl)cc1)Nc1ccc(Br)cn1,251,88,0,-1,3,2.1,5,0.0,-1.2,-7,0.1
Cc1cccc(C(=O)O[C@@H]2[C@H](Cc3ccccc3)NS(=O)(=O)[C@H]3C[C@@H]4C=C[C@]23O4)c1,15,/,5,-7,-5,-0.2,12,-2.5,-2.1,3,-2.6
COc1ccc(Cl)cc1NC(=O)c1cc(-c2ccc(C)cc2O)n[nH]1,5,92,-14,-7,2,-0.9,12,0.4,-2.4,-1,0.5
COc1ccc(NC(=O)N2CCC(Cc3ccccc3)CC2)cc1,/,102,-4,2,0,4.6,7,0.6,-1.0,10,1.7
C/C(=N\NS(=O)(=O)c1ccc(C)cc1)c1ccc(Br)s1,-20,106,-10,0,-31,1.9,-27,-0.6,4.9,5,-0.4
CCOC(=O)c1cccc(OCC(O)CNCCOc2ccccc2F)c1 (centres undefined),5,109,1,-2,27,-1.8,-1,0.8,0.1,-2,3.2
Cc1nn(Cc2ccc(Cl)cc2)c(C)c1NC(=O)/C=C/c1cnn(C)c1,221,/,-2,-2,28,0.5,11,-2.9,-2.2,3,2.5
COc1ccc(Cl)cc1NC(=O)CSc1nc(NS(=O)(=O)c2ccc(C)cc2)cc(=O)[nH]1,-7,/,-6,1,-6,1.8,-5,0.8,0.8,8,1.3
Cc1ccccc1OCC(=O)Nc1cnn(CCCC(=O)O)c1,-18,117,-2,-2,-12,2.8,8,0.9,-1.5,-4,0.8
CC(=O)Nc1ccc(NC(=O)C(C)OC(=O)CNC(=O)c2sc3ccccc3c2Cl)cc1 (centres undefined),19,126,13,-6,8,3.4,1,0.7,-0.2,43,3.7
Cc1c(Cc2ccccc2)c(=O)oc2cc(OCC(=O)N[C@@H](Cc3ccccc3)C(=O)O)ccc12,11,108,-7,5,-3,1.7,10,-1.8,-1.9,7,3.0
Cc1ccccc1Cn1c([N+](=O)[O-])cnc1C,51,109,-9,-1,15,3.7,20,-1.6,-3.5,6,3.0
O=C(CSc1nnc(Cc2cccs2)n1CCc1ccccc1)N1CCCc2ccccc21,-9,103,1,14,-14,1.2,4,-0.8,-0.8,-12,0.4
CCNC(=O)C(=O)NCCC1CCCCN1S(=O)(=O)c1cccs1 (centres undefined),3,104,9,-1,0,2.9,-4,0.6,0.8,-9,1.6
COc1ccc(CC2(CO)CCN(Cc3ccc(OC(F)(F)F)cc3)CC2)cc1,8,105,8,1,-4,2.7,-39,2.5,7.7,20,-0.7
O=S(=O)(c1ccc2oc3ccc(S(=O)(=O)N4CCCCC4)cc3c2c1)N1CCCCC1,5,94,4,0,-13,3.2,8,-0.2,-1.6,5,-0.9
COc1ccc(-c2c(NC(=O)c3ccco3)n(C)c3ccccc3c2=O)cc1,-7,97,-3,-4,10,2.3,13,-1.6,-2.5,23,0.3
Cc1c(Cl)cccc1NC(=S)N1CCCCCC1,80,102,-2,-11,-13,1.5,12,3.0,-2.3,2,4.8
CCCCn1c(=NC(=O)c2ccc3c(c2)OCO3)c(C#N)cc2c(=O)n3cccc(C)c3nc21,-6,/,6,-4,-18,2.6,5,0.0,-1.1,/,1.1
O=C(NCc1cccc(Br)c1)C1CC(c2ccccc2[N+](=O)[O-])=NO1 (centres undefined),274,101,-9,-2,/,1.6,10,0.3,-1.9,3,3.1
COC(=O)N1c2ccccc2C=Cc2ccccc21,11,95,-3,6,-9,-0.2,8,-1.5,-1.8,5,1.8

# Copied from the list:
# Cc1ccccc1Cn1c([N+](=O)[O-])cnc1C in PKA-R1A activ → -9
# COc1ccc(-c2c(NC(=O)c3ccco3)n(C)c3ccccc3c2=O)cc1 in MOR-DOR ag → -2.5

# Next compounds follow:
SMILES,SUMO Mot1 rescue,Pemphigus Ab inh,PKA-R1A activ,Tat transport,PfHsp90 yeast 2,phage Ecoli inh,MOR-DOR inv ag,Ecoli viability,MOR-DOR ag,Arrestin-AP2 inh,AddAB inh
Fc1ccc(-c2nnc3n2CCCCC3)cc1,1,107,/,-8,7,4.5,/,2.0,/,5,3.8
O=C(C#Cc1ccccc1)c1ccc([N+](=O)[O-])cc1,/,107,-9,9,101*,4.0,0,/,0.1,6,/
O=C1NC(=O)C(CC(=O)N(c2ccccc2)C2(C(=O)NC3CCCC3)CCCCC2)N1 (centres undefined),8,104,-5,-5,-30,/,20,-3.9,-4.8,31,2.1
NC(=O)CNc1n[nH]c(=S)[nH]c1=O,4,100,-7,7,-6,3.1,-7,0.8,1.0,-3,0.6
CC1(C)CC(=O)C2=C(C1)OC(N)=C(C#N)C2C#Cc1ccccc1 (centres undefined),/,120,9,10,13,-0.6,-3,2.3,0.5,13,0.8
Cc1ccc(S(=O)(=O)Nc2c(C)n(C)n(-c3ccccc3)c2=O)cc1C(=O)NCc1ccccc1,-5,/,-8,0,23,1.0,-12,-1.8,2.9,-10,2.1
O=C(Cn1cnc2c(NCc3ccccc3)ncnc21)NCCc1cc2ccccc2[nH]1,/,103,0,-8,0,1.7,/,-0.9,/,2,-0.9
CO/N=C/C=C1/N(C)c2ccccc2C1(C)C,-2,100,-2,0,2,0.7,12,0.4,-2.5,10,0.6
c1ccc(CNc2c3c(nc4ncnn24)CCCC3)nc1,0,/,-8,10,-11,2.4,4,3.4,-0.7,8,2.4
Cc1cc(NC(=O)CON=C(N)CC(=O)Nc2ccccc2Cl)ccc1Br,/,101,0,22,0,3.8,3,/,-0.4,4,/
COc1ccc(/C=C/C(=O)Oc2cc(O)cc(O)c2)cc1,263,99,6,1,1,0.4,4,-0.5,-0.7,12,1.2
COc1ccc(N(CC(=O)Nc2cc(C)on2)S(=O)(=O)c2cc(C)ccc2C)cc1,99,99,1,-3,/,4.5,10,1.4,-1.9,-4,1.6
CCOc1ccc2nc(Cl)c(C3CC(c4ccccc4)=NN3C(=O)c3cccs3)cc2c1 (centres undefined),8,84,-10,1,9,3.9,11,-0.9,-2.2,1,1.3
CCCC(=O)Nc1ccccc1-c1nnn(CC(=O)Nc2ccc(OCC)cc2)n1,51,98,-9,0,-27,2.9,-12,-0.8,1.9,2,1.6
COc1ccc(C(=O)NNC(=S)NC(=O)c2ccc(OC)cc2)cc1,-18,122,-5,-2,15,-0.8,13,3.8,-2.6,0,-2.5
COc1cc2c(cc1OC)C(Cc1ccc(O)cc1)N(C)CC2 (centres undefined),-6,95,-7,-1,-10,3.9,6,1.8,-0.9,2,1.9
COc1ccc([C@H]2C(C(=O)O)=C[C@@H](C(C)(C)C)N2S(=O)(=O)c2ccccc2)cc1,-5,103,-3,-7,2,1.7,7,-2.1,-1.5,9,1.5
Cc1cc(F)ccc1S(=O)(=O)N(C(=O)c1ccncc1)c1ccc(OC(=O)c2ccncc2)cc1,-19,108,/,-3,-33,2.0,/,-2.8,/,-8,1.3
S=C(N/N=C1\CCc2ccccc21)NC1CCCCC1,183,92,-4,21,-16,1.7,-5,1.9,1.0,2,2.2
O=C1c2ccccc2C(Nc2ccc(-c3nc4ccccc4[nH]3)cc2)N1Cc1ccco1 (centres undefined),-17,74,0,3,12,3.5,-22,1.3,4.1,-5,4.5
COc1ccc(OC(C)C(=O)N2CCOCC2)cc1 (centres undefined),-3,102,0,5,63,2.9,12,-1.0,-2.4,3,1.3
COc1cc(C(=O)COC(=O)c2ccc([N+](=O)[O-])o2)cc(OC)c1OC,4,92,-2,4,/,5.0,5,-0.3,-0.9,0,-2.4
O=C(Nc1ccc(S(=O)(=O)N2CCCC2)cc1)c1cccnc1Cl,-15,99,5,-2,11,3.8,5,0.8,-0.8,31,-1.1
C=C(C)COc1ccc(-c2ncncc2-c2ccc(Cl)cc2)c(O)c1,3,96,-2,12,-15,0.8,-16,-1.0,3.6,30,-0.7
CCC(=O)NNc1cc(=O)c2c(=O)n(C)c(=O)n(C)c2[nH]1,155,109,-8,1,6,1.7,17,-0.2,-3.5,-43,-4.8
CCOc1ccc(NC(=O)N(C2CCCC2)C2CCN(C(C)=O)CC2)cc1,/,115,-4,-10,/,0.1,13,1.3,-2.7,14,2.0
CCN1CCN(c2ccc(S(=O)(=O)N3CCCCC3)cc2NC(=O)/C=C/c2ccc(F)cc2)CC1,-4,104,3,1,32,1.8,3,1.2,-0.7,-6,-0.2
COc1ccc(Cc2nnc(NC(=O)Cn3cnc4c3c(=O)n(C)c(=O)n4C)s2)cc1,-23,98,-11,-9,-56,1.7,/,-0.9,/,13,0.5
O=c1c2c(nc3cc(-c4ccc(F)cc4)[nH]n13)CCCC2,-2,/,-16,6,12,6.2,6,-1.6,-1.3,-1,1.9
O=c1c2cn[nH]c2nc(SCc2c(F)cccc2F)n1-c1ccc(Cl)cc1,-9,103,-11,22,-25,2.6,-29,0.5,5.7,-10,0.1
COCc1c(CCl)cnc(C)c1O,-16,99,2,-3,12,6.0,5,5.0,-0.9,-7,4.6
CC1=NNC(=O)C1C(c1ccc(F)cc1)C(C#N)C#N (centres undefined),262,96,1,4,6,0.6,3,0.2,-0.5,-10,2.4
Cc1cccc(OCC(O)Cn2c(N3CCCCC3)nc3c2c(=O)[nH]c(=O)n3C)c1 (centres undefined),-7,99,6,2,32,-0.8,-7,/,1.5,15,/
Cc1ccc(NC(=O)CCc2ccc(C)o2)c(C)c1,14,104,-2,-5,20,5.4,12,-0.2,-2.4,-7,2.1
O=C(COC(=O)/C=C/c1cccc(Br)c1)NCc1ccco1,-8,80,-11,-4,11,0.7,-3,-0.8,0.5,22,-0.2
